EP2 antag: EP2 receptor (human) inhibition; P43116; C6 glioma cells expressing human EP2, cAMP TR-FRET; cells stimulated with saturating PGE2; inhibition, % at 25 µM; 0.52% of 260,000 active; AID 1422;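 active = percent inhibition above 40 after rounding to a whole number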;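 also: rat C6 glioma host cells with rolipram phosphodiesterase inhibitor present; the protocol text gives 20 µM as final concentration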
CHOP inhibitor: inhibitors of CHOP induction in ER stress response | CHO-K1 CHOP-promoter luciferase, tunicamycin-induced, 15-18 h | inhibition, % at 10 µM | 3.8% of 220,000 active;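 active = compounds that reduced the stress-induced luciferase reporter signal by more than about 70% of percent inhibition, limit read from the data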;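 also: 0% = tunicamycin plus vehicle and 100% = wells without tunicamycin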
EP2 modulator: modulates human prostaglandin E2 receptor EP2 signaling; induction, % at 25 µM; EP2-expressing cells, cAMP HTRF FRET, PGE2 co-stimulation; P43116; 0.83% of 260,000 active;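 active = compounds whose cAMP rise, as percent of the full-agonist control response, exceeds 60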;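 also: rat C6 glioma line stably carrying human EP2 under a CMV promoter; the protocol text gives 20 µM as final concentration; 100% = response of wells given 1 µM PGE2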
14-3-3 Bad PPI: disrupts binding of bovine 14-3-3 zeta to phospho-Bad peptide | 0.71% of 220,000 active | inhibition, % at 21.7 µM | TR-FRET 14-3-3zeta/Dy647-pBad peptide displacement, 1 h;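 active = inhibition above about 70%, limit read from the data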;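 also: 0% = full 14-3-3 plus peptide FRET controls and 100% = background without 14-3-3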
zfTRPN1 agonist: zebrafish TRPN1 (NompC) channel agonism; AID 1424; HEK293 zebrafish TRPN1-YFP, Fluo-8 calcium fluorescence; 100% = response to 87 µM carbachol; 0.18% of 220,000 active; activation, % at 3 µM;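 active = activation above its plate's cutoff, the mean activation of test wells on that plate plus 3 SD, cut at about 19% in these data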;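 also: 0% = DMSO alone and 100% = 87 µM carbachol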
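Material – zebrafish TRPN1-YFP in HEK293 cells · Doses – 3 µM single point · Schedule – dye 1 h 37 °C plus 30 min RT · Signal – Fluo-8 calcium fluorescence, excitation 470-495 nm, emission 515-575 nm · Read-out – % activation versus carbachol response · Control set – carbachol high, DMSO low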
NPY-Y1 PAM-ag: potentiators or agonists of human neuropeptide Y receptor Y1; 0.37% of 220,000 active; NPY-Y1 expressing cells, potentiator/agonist activation; activation, % at 3.6 µM; P25929; AID 1304; in the data active = activation above about 33%, passing the limit was not always enough;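 also: cells stimulated with NPY at EC10 then isoproterenol at EC100; 0% = low agonist plus stimulus and 100% = saturating agonist plus stimulus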
Target sequence (P25929 whole entry, looked up): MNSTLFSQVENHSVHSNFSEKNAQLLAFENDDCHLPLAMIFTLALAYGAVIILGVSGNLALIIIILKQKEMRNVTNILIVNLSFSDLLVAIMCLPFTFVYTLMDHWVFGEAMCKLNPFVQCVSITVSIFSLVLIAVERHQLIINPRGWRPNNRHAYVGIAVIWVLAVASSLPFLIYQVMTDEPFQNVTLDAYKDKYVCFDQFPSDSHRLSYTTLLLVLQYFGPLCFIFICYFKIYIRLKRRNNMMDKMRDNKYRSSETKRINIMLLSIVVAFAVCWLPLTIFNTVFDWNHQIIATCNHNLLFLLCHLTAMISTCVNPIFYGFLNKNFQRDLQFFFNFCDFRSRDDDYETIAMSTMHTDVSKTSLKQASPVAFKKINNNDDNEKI
TRPML3 agonist: human mucolipin-3 channel agonism. Q8TDD5. HEK293 TRPML3-YFP, Fluo-8 calcium fluorescence; 100% = the carbachol control signal. activation, % at 3 µM. 0.29% of 220,000 active;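 active = activation above its plate's cutoff, the mean activation of the plate's test wells plus 3 SD, cut at about 12% in these data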;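 also: 0% = DMSO only wells and 100% = carbachol wells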
Target sequence (Q8TDD5 whole entry, looked up): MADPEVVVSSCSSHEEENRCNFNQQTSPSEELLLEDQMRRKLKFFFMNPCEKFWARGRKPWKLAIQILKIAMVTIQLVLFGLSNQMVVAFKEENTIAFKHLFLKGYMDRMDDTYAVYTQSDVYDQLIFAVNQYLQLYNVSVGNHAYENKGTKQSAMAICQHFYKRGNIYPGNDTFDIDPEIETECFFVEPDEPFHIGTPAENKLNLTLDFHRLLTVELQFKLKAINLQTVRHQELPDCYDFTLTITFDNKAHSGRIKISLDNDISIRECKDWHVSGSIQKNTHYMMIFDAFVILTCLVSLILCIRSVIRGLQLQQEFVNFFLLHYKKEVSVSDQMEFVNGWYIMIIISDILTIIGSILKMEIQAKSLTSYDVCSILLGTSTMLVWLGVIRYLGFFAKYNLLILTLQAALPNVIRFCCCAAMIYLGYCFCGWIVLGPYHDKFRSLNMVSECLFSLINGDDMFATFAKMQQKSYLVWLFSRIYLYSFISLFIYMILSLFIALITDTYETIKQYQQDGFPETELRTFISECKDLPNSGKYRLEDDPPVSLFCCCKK
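Test system: TRPML3-YFP stable HEK293 cells. Doses: single point at 3 µM. Incubation: dye loading 1 h 37 °C then 30 min ambient, 125 s read. Signal: Fluo-8 calcium dye fluorescence, ex 470-495, em 515-575 nm. Measure: percent activation from peak-to-basal fluorescence ratio, scaled between DMSO and carbachol.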
PPC-1+TRAIL kill: PPC-1 cancer cell killing with TRAIL present; PPC-1 cells + TRAIL, ATPLite viability luminescence; cell killing (% activity), % at 4 µM; 0.41% of 220,000 active;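 active = cell killing above 50% in the first pass at 4 µM, then a duplicate retest at 5 µM averaging 50% or more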;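 also: plate controls were cells with TRAIL plus DMSO for no effect and medium-only wells lacking cells for full effect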
NPY-Y1 antag: blocks the human neuropeptide Y Y1 receptor. P25929. HEK293-CNG Y1 cells, membrane potential fluorescence; NPY at EC95, then isoproterenol. inhibition, % at 3.6 µM. 1% of 200,000 active. AID 1040;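 active = inhibition above the campaign mean inhibition of all tested compounds plus 3 SD, cut at about 20% in these data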;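 also: 0% = DMSO wells given NPY plus isoproterenol and 100% = isoproterenol alone without NPY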
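Assay system: HEK293 Y1/CNG channel cell line; Doses: single compound dose of 3.6 µM, 0.4% DMSO; Timing: dye 3 h, compound 60 min room temperature, stimulation 45 min; Technique: Membrane-potential fluorescent dye readout; Measure: % inhibition of NPY effect.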
An asterisk follows results filed as active; x = not tested or not shown; & = joins results of further samples; [ ] = remark or other dose. This is a subset, so the mix of outcomes need not match the whole.

SMILES | EP2 antag | CHOP inhibitor | EP2 modulator | 14-3-3 Bad PPI | zfTRPN1 agonist | NPY-Y1 PAM-ag | TRPML3 agonist | PPC-1+TRAIL kill | NPY-Y1 antag
CC1(C)NC(=O)N(CCCSc2ccc(Cl)cc2)C1=O | 6.1 | 47.6 | -0.4 | -2.6 | 0.9 | 11.7 | 0.5 | 10.4 | -2.9
CCOC(=O)c1cnc2ccc(OCC)cc2c1NCCN1CCOCC1 | 10.6 | -4.7 | 24.4 | -9.7 | 0.0 | -22.1 | -0.2 | 12.3 | 9.7
Cc1nc(-c2ccccc2O)n(-c2ccccc2)n1 | 8.2 | 27.3 | 18.7 | -2.9 | -1.1 | -26.5 | 0.3 | 12.1 | 7.3
O=C1N=NC2=C1c1c3ccccc3c(O)n1CC2 | 9.0 | 18.8 | -8.6 | -7.0 | -1.0 | 2.1 | 0.1 | -14.6 | x
CCc1nnc(NC(=O)CSc2nnc(Cc3cccn3C)n2C)s1 | 10.0 | -31.1 | 20.3 | 0.6 | 0.6 | -1.9 | 1.2 | 5.8 | -0.3
O=C(Nc1ccon1)c1cc2ccccc2oc1=O | 9.4 | -1.3 | -4.2 | 24.5 | -0.4 | -5.9 | 1.0 | 9.2 | -3.3
CN(C(=O)Nc1cnccc1C(F)(F)F)C1CCCCC1 | 9.6 | -1.9 | 11.7 | -3.7 | 1.3 | 1.8 | 0.6 | 8.8 | x
CC(=O)N(C)c1ccc(NS(=O)(=O)Cc2ccccc2)cc1 | 8.7 | -10.2 | 4.5 | -10.7 | 0.4 | -12.6 | 0.9 | 7.1 | 1.8
Cc1c(O)c2c3c(cccc3c1O)C(=O)N(c1ccccc1)C2=O | 22.7 | 17.5 | 29.0 | -7.9[fluorescence artefact?] | 10.8 | -2.7 | 7.1 | 12.8 | -1.4
CCOc1ccc2nc(S(N)(=O)=O)sc2c1 | 12.8 | 17.5 | -2.9 | -2.6 | -2.3 | 11.3 | -0.4 | 7.8 | -1.6
COc1cc(CNC2CCCC2)cc(OC)c1OC | 14.7 | 14.5 | -2.9 | 6.1 | -0.1 | -0.1 | -0.3 | -3.0 | 1.2
O=C1c2ccccc2C(Nc2ccc(S(=O)(=O)N3CCOCC3)cc2)N1c1ccccn1 (centres undefined) | 12.2 | -28.2 | -8.2 | -2.5 | 0.6 | -4.4 | 1.0 | -6.2 | 9.2
CCOC(=O)Cn1cnc(-c2ccc([N+](=O)[O-])cc2)c1 | 10.8 | 4.8 | 8.5 | 1.9[fluorescence artefact?] | 0.4 | -11.1 | 0.7 | 18.3 | -0.5
NCCCC[C@H](N)c1nnc([C@H](CC(=O)O)NC(=O)C2CCNCC2)o1 | 8.1 | 0.6 | -6.6 | -8.1 | 0.7 | 0.4 | -0.6 | 8.6 | 1.6
CCCN(CCC)S(=O)(=O)c1ccc(NS(C)(=O)=O)cc1 | 13.4 | 0.6 | 31.0 | 8.0 | 1.1 | -17.5 | 0.4 | 3.4 | 4.1
CCOC(=O)NC(C)N1C(=O)C2C3C=CC(C3)C2C1=O (centres undefined) | 1.1 | 5.9 | 15.3 | -14.8 | -0.7 | -21.5 | 0.3 | 13.3 | -2.6
Cc1c(Cl)cccc1NC(=S)N1CCN(Cc2ccccc2)CC1 | 14.6 | -7.9 | -43.4 | -3.3 | 1.5 | 7.7 | 0.5 | 8.4 | -2.3
Cc1cc(N2C(=O)C3CCC(c4ccccc4)CC3C2=O)no1 (centres undefined) | 0.6 | 22.1 | -0.4 | -15.7 | 0.7 | 5.9 | 0.8 | 4.4 | 11.4
CCc1cccc2c(-c3csc(=NC)n3C)c[nH]c12 | 5.7 | 14.5 | -66.5 | 0.7 | 4.5 | 9.1 | 2.7 | 11.1 | -1.9
C=CCn1c(=O)c2ccccc2n2c(SCc3nnc(-c4ccccc4Br)o3)nnc12 | -0.7 | 49.9 | 20.2 | -2.4 | -0.4 | -4.0 | 0.2 | 15.2 | -3.2
CCOc1ccc2c(c1)nc(SCC(=O)c1cccs1)n2C | x | 21.9 | -15.7 | 72.7* | -1.1 | 19.1 | -1.1 | 1.4 | 3.1
O=C(NC(=S)Nc1ccc(S(=O)(=O)Nc2nccs2)cc1)c1ccccc1 | 8.3&5.8 | 8.4 | -100.9&-3.4 | -4.8[fluorescence artefact?] | 0.0 | -15.2 | 0.3 | -10.6 | 4.1
O=C(COc1nc2ccccc2nc1N1CCOCC1)NCC(F)(F)F | 3.6 | 10.9 | -4.6 | 16.2 | -2.5 | 14.1 | 0.6 | 10.2 | 3.3
Cc1oc(-c2ccccc2F)nc1CN1CCC(C(=O)NCc2cccs2)CC1 | 2.1 | -19.8 | -19.2 | 3.7 | -0.1 | -32.4 | -0.5 | 3.6 | 0.7
CC(C)C(C)(C#N)NC(=O)CSc1nncn1-c1ccccc1 (centres undefined) | 5.1 | 8.8 | 15.7 | -1.5 | -0.5 | 8.8 | 0.1 | 8.0 | 0.7
O=S1(=O)CC(O)C(N2CCC(c3ccccc3)CC2)C1 (centres undefined) | 3.2 | 5.0 | 20.5 | 3.2 | 0.5 | -2.2 | 0.5 | 1.6 | 5.2
CCOc1ccccc1N/C=C(\C#N)c1nc2ccccc2n1C | 6.2 | 20.0 | 57.4 | 4.7 | -2.1 | -0.9 | 0.8 | 5.9 | 0.4
O=C(COC(=O)c1ccc(S(=O)(=O)NCc2ccco2)cc1)Nc1ccccc1OC(F)F | 17.4 | 1.1 | -12.8 | 8.0 | 3.2 | 1.6 | 0.0 | -20.2 | -4.7
COc1cc2c(=O)n(Cc3ccco3)c(=O)n(CC(=O)c3cccc(Br)c3)c2cc1OC | 8.3 | 36.9 | 13.9 | 17.6 | -0.7 | 0.2 | -0.3 | 13.0 | -1.5
CCN(CC)S(=O)(=O)c1ccc2c(c1)nc(SCc1nc3ccsc3c(=O)[nH]1)n2CC | 9.1 | 42.7 | 3.9 | -14.1 | 1.0 | -18.9 | -1.0 | 11.0 | 2.9
COC(=O)COc1ccc2occ(C(C)=O)c2c1 | 7.1 | -13.3 | 8.2 | 21.6[fluorescence artefact?] | -0.4 | -9.8 | -0.4 | 16.4 | -0.9
COc1ccc(CC(=O)OCC(=O)NCc2ccccc2Cl)cc1OC | 6.4 | 7.1 | 42.6 | -6.1 | 0.0 | 14.1 | -0.2 | -4.8 | 1.8
CN1/C(=C\C(=O)CN2C(=O)NC3(CCCCCC3)C2=O)C(C)(C)c2ccccc21 | 35.2 | 65.3 | -21.5 | -13.2[fluorescence artefact?] | 9.0 | -1.2 | 1.6 | 8.9 | 0.3
CCCCNC(=O)COC(=O)c1ccc(NC(C)=O)cc1 | 7.7 | 1.0 | -18.8 | -4.1 | 0.9 | 13.3 | 1.4 | 16.9 | -1.0
COc1ccc(N2CC(C(=O)N/N=C/c3ccccc3)CC2=O)cc1 (centres undefined) | 1.8 | -11.2 | 2.2 | -8.0 | -0.2 | 18.4 | -0.2 | 17.5 | 4.1
Cc1cc(-c2c(C)[nH]n(-c3ccc(Cl)cc3)c2=O)n[nH]1 | 2.3 | -60.2 | 44.3 | -14.7 | 0.7 | 3.7 | 0.0 | -5.1 | -0.1
O=C(NC(=S)Nc1ccc(F)c([N+](=O)[O-])c1)c1ccccc1F | 3.6 | 27.9 | -69.1 | -23.8 | 0.2 | 13.4 | 0.8 | -6.2 | -0.6
CCOC(=O)c1c(NC(=O)CSc2nnc(-c3cccnc3)o2)sc(C)c1C | 23.8 | 18.0 | 0.9 | -8.0 | 0.3 | 7.8 | 0.6 | 18.1 | -3.5
CN(C)S(=O)(=O)c1cccc(C(=O)NCCc2ccccc2)c1 | 10.2 | -4.0 | -18.9 | 3.8 | -0.1 | -6.1 | 0.8 | 11.1 | 4.6
Cn1cc(/C=C2\SC(=S)N(N3CCOCC3)C2=O)c2ccccc21 | 11.2 | 12.3 | -14.5 | -0.4 | 3.0 | 22.0 | 0.6 | 13.8 | x
CCOc1ccc(CCNS(=O)(=O)c2cnc[nH]2)cc1OCC | 14.6 | 31.2 | 16.0 | 3.2 | -0.4 | 13.1 | 0.4 | -11.0 | -0.7
Cc1nc(-c2noc(-c3ccc(Cl)cc3)n2)c(C(F)(F)F)o1 | 15.0 | -19.5 | 7.0 | -2.8 | 0.1 | -20.6 | -0.2 | 6.6 | x
CCN(CC)c1cc(C)c2cc(NC(=O)c3cccs3)ccc2n1 | 9.4 | -12.1 | -85.0 | -14.7 | 0.5 | 35.3 | 0.2 | 9.3 | -3.7
COc1ccc2cc(C(=O)C3CCCN(Cc4cnc(C)s4)C3)ccc2c1 (centres undefined) | 6.1 | -13.1 | -49.2 | -14.3 | 2.8 | 12.2 | 1.6 | 12.4 | 6.4
O=c1[nH]c(=O)n(Cc2ccco2)c2c1C(C(F)(F)F)(C(F)(F)F)N=C(c1ccco1)N2 | 0.6 | -10.3 | 28.4 | -1.1 | 1.2 | -16.7 | 1.1 | 4.3 | 4.2
Cc1ccc(-c2noc(C3CCCN(S(=O)(=O)c4ccc5ccccc5c4)C3)n2)o1 (centres undefined) | 29.6 | 33.4 | -13.1 | 14.8[fluorescence artefact?] | -0.8 | -25.8 | 1.2 | -4.9 | 1.1
CCCCCc1nc2ccccc2c(=O)n1NC(=O)c1c(O)c2cccc3c2n(c1=O)CCC3 | x | x | x | x | 0.2 | 9.4 | 1.0 | x | 1.7
CN(C)/C=C(\C#N)C(=O)c1cccc(Oc2ccc(Br)cc2)c1 | 12.3 | 39.8 | 21.9 | -2.8 | 0.8 | -7.9 | 0.5 | 6.7 | 5.1
O=C(NCCN1CCOCC1)C1CCC(CNS(=O)(=O)c2ccc(Cl)cc2)CC1 (centres undefined) | 7.2 | -0.7 | 5.2 | 14.7 | -0.9 | -15.6 | 0.0 | 7.3 | -3.9
CSc1nsc(/C=C/Nc2ccc(Cl)cc2)c1C#N | 15.1 | 45.8 | -13.3 | -17.8 | 0.8 | 7.0 | 5.8 | 5.2 | 8.3
COC(=O)CCC(=O)OC1(C)C(=O)C=C2C=C(C3CC3)N(C3CC3)C=C2C1=O (centres undefined) | 8.0 | 8.9 | 11.8 | -2.3 | x | x | x | 5.3 | x
C=CCNC(=S)Nc1sc2c(c1C(=O)OCC)CC(C(C)C)OC2 (centres undefined) | 22.4 | 31.4 | 55.8 | -0.2 | 0.2 | -8.7 | -0.2 | 11.8 | 2.8
